b-catenin transl: modulators of beta-catenin nuclear translocation | HeLa beta-catenin nuclear translocation, immunofluorescence imaging | nuclear translocation activity, % at 5 µM | 190,000 compounds, 0.3% hits;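 active = nuclear translocation activity above 50% at 5 µM, with a well cell count of 50 or more; inconclusive = wells under 50 cells across six images, flagged as toxic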;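 also: per-cell ratio of nuclear to cytoplasmic median beta-catenin stain intensity; plate controls were DMSO negative control for no effect and GSK-3 inhibitor IX positive control for full effect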
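Test system: human HeLa cells, endogenous beta-catenin. Times: 24 h compound exposure, 37°C. Measured by: beta-catenin immunofluorescence imaging with DAPI.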
WT yeast gro inh: growth inhibition of WT yeast, mitochondrial fusion screen; mitochondrial fusion phenotypic screen, WT strain; inhibition, % at 10 µM; 190,000 compounds, 2.1% hits; in the data active = inhibition above about 58%; tested in S. cerevisiae
RSV CPE inhibition: inhibition of RSV-induced cytopathic effect – HEp-2 cells, primary 10 µM value included (AID 2391) | HEp-2 cells, RSV-induced CPE inhibition; higher % means a stronger effect | CPE inhibition, % at 10 µM; hits with a dose series show IC50 in µM | 310,000 compounds, 0.13% hits; in the data active = a potency from the dose series; inconclusive = CPE inhibition mostly from about 23% at the one dose, without a potency; inactive = the rest, 99 in 100 with CPE inhibition below about 21%; also: strong numbers were not always called active
Myeloid diff MLP: compounds promoting myeloid differentiation. ER-HoxA9 myeloid progenitors, lysozyme-GFP differentiation, flow cytometry. calls only at 10 µM. 360,000 compounds, 1% hits;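 active = normalized GFP-positive differentiation at or above the plate's own cutoff, the solvent-only control mean plus 3 SD; inconclusive = no clear call, values can overlap the other calls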;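 also: cells exposed to compound for four days before flow analysis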
Rac1 GTP hydrolysis: MgcRacGAP GTPase-activating activity inhibitors, confirmation, biochemical, ADP Hunter fluorescence; MgcRacGAP-stimulated Rac1 GTP hydrolysis, ADP Hunter fluorescence; higher % means a stronger effect; GST-tagged Rac1 F28L mutant substrate; inhibition, % at 30 µM, or IC50 in µM where a hit was titrated; 340,000 compounds, 0.6% hits;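 active = first-screen hits whose inhibition reached a set limit at any dose in the follow-up dose series; inconclusive = inhibition above the set first-screen limit but never retested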;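 also: fluorescence reports GDP produced by GAP-driven GTP hydrolysis; strong numbers were not always called active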
PhoP inhibition: PhoP-dependent GFP reporter repression – Salmonella Typhimurium, primary screen (AID 1863); 300,000 compounds, 0.16% hits; one-dose inhibition, % at 50 µM; IC50 in µM for titrated hits; S. Typhimurium PhoP-regulated promoter GFP reporter, 4 h; higher % means a stronger effect;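 active = inhibition over 29.93%, a cutoff 3 SD above the screen mean, later confirmed by dose response; inconclusive = inhibition over 29.93% but no dose response follow-up; inactive = inhibition at most 29.93% or unconfirmed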;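 also: 0% = low Mg2+ inducing control and 100% = high Mg2+ repressing control; strong numbers were not always called active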
T cell HTS: T cell immune modulators affecting CD8 T cell-vesicle binding; 2C CD8+ T cell-vesicle binding, flow cytometry; stronger effect = lower value; calls only at 7 µM; 330,000 compounds, 0.068% hits;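 active = response, share of CD8 T cells binding vesicles, and their 90th percentile fluorescence all below set limits, cut at about 80% in these data, passing the limit was not always enough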
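Also added: QL9-peptide-loaded Drosophila micro-vesicles bearing Ld, ICAM-1 and B7-1; Test system: purified 2C TCR transgenic mouse naive CD8+ T cells; Measured by: cytometric PE anti-B7-1 and Alexa647 anti-CD8 signals after 1% paraformaldehyde fixation; Timing: binding step 1.5 h, 37 °C, antibody labelling 20 min, ice.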
Large T inhibition: TAg ATPase/helicase activity blockers – biochemical (AID 1903); SV40 large T antigen ATPase/helicase inhibition assay; higher % means a stronger effect; 310,000 compounds, 0.39% hits; inhibition, % at 20 µM; hits with a dose series show IC50 in µM; in the data active = a potency from the dose series; inconclusive = inhibition mostly from about 32% at the one dose, without a potency; inactive = the rest, 99 in 100 with inhibition below about 32%; also: strong numbers were not always called active
West Nile antiviral: West Nile virus antiviral activity, cell-based, CPE readout (AID 1621); West Nile virus-infected cells, CPE inhibition; higher % means a stronger effect; CPE inhibition, % at 10 µM; hits with a dose series show IC50 in µM; 290,000 compounds, 0.02% hits; in the data active = a potency from the dose series; inconclusive = CPE inhibition mostly from about 3.7% at the one dose, without a potency; inactive = the rest, 99 in 100 with CPE inhibition below about 2.2%; also: strong numbers were not always called active
WT yeast gro inh mutant strain: second read-out of WT yeast gro inh, no call of its own (marks repeat the call); inhibition, %; mitochondrial fusion phenotypic screen, mutant strain inhibition
b-catenin transl cell count 5 µM: second read-out of b-catenin transl, no call of its own (marks repeat the call); cell count; measured here: cell count, cytotoxicity flag
T cell HTS vesicle-bound %: also measured in T cell HTS; calls as there; double positive events, %; measured here: CD8+ vesicle-bound cell fraction;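 binding gate set so that unloaded-vesicle control wells show 10% double positive cells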
Myeloid diff MLP GFP+ MAC1+ %: further read-out of Myeloid diff MLP, marked with its call; GFP+ MAC1+ double positive, %; measured here: differentiation confirmed by MAC1 staining
Starred values were filed as active, the others as inactive; i = inactive; ? = inconclusive; · = not tested or not shown.

SMILES | b-catenin transl | b-catenin transl cell count 5 µM | WT yeast gro inh | WT yeast gro inh mutant strain | RSV CPE inhibition | Myeloid diff MLP | Myeloid diff MLP GFP+ MAC1+ % | Rac1 GTP hydrolysis | PhoP inhibition | T cell HTS | T cell HTS vesicle-bound % | Large T inhibition | West Nile antiviral
O=C1CCCC/C1=C/Nc1ccc(C(=O)O)cc1 | -14 | 1066 | · | · | 0.8% | i | 10 | 3% | -9% | i | 41 | 7% | -0.2%
CCN(CC)S(=O)(=O)c1ccc(Nc2ccc(-c3ccc4c(c3)OCCO4)nn2)cc1 | -4.5 | 1436 | 11 | -3 | -0.4% | i | 4.9 | 18% | -2% | i | 33 | 6% | -0.4%
O=C(CC1C(=O)NCCN1CC1CCCCC1)NCc1ccc(F)cc1F (stereo unspecified) | -0.1 | 1604 | -11 | -3 | -1.6% | i | 0.1 | -10% | 7% | i | 47 | 1% | -0.6%
CCn1nnc(NC(=O)c2cc(Cl)c(OC)c(Cl)c2)n1 | -5.1 | 1093 | 4 | 3 | 1.1% | i | 0.6 | 9% | 0% | i | 42 | -12% | 0.9%
NC(=O)c1nc(N2CCOCC2)nc(N2CCOCC2)n1 | -1.7 | 1115 | 12 | 4 | 0.5% | i | 0.7 | 7% | 0% | i | 35 | 4% | 0.0%
CCOC(=O)C1=C(CC)Nc2ccccc2N/C1=N\S(=O)(=O)c1ccc2ccccc2c1 | -3.8 | 1113 | 72* | 9.7* | -0.5% | i | 0.5 | 4% | 7% | i | 22 | 3% | -1.2%
O=C1C(=Nc2cccc(Cl)c2)CC(c2ccc(Cl)cc2)N1c1cccc(Cl)c1 (stereo unspecified) | -0.7 | 1185 | · | · | 3.0% | i | 0.1 | 7% | -7% | i | 30 | 5% | 0.5%
C/C(=N\Nc1ccc([N+](=O)[O-])cc1[N+](=O)[O-])c1ccc(-n2nncc2C(C)(C)C)cc1 | -0.1 | 1100 | 14 | 0 | 11% | i | 0.3 | 4% | -6% | i | 38 | 6% | -1.2%
COc1ccc(/C=C2\CCCC3C2=NN(C(=O)c2scnc2C)C3c2ccc(OC)cc2)cc1 (stereo unspecified) | -5.1 | 1193 | 19 | 5 | 1.8% | i | 0.7 | 6% | 4% | i | 58 | 3% | 0.4%
c1ccc(-c2nc(NCCCn3ccnc3)c3ccccc3n2)cc1 | -0.6 | 1039 | 6 | -16 | -0.3% | i | 0.3 | 1% | 19% | i | 26 | -2% | ·
O=C(CNc1ccccc1)N/N=C/c1c[nH]c2ccccc12 | 19 | 855 | -1 | 6 | 4.2% | i | 0.2 | -1% | 7% | i | 61 | 18% | 0.5%
Cc1ccc(SCC(=O)Nc2ccc(N3CCN(C)CC3)c(F)c2)cc1 | -4.5 | 875 | 19 | 15 | -1.6% | i | 0.8 | 7% | 0% | i | 42 | 13% | ·
CCOc1ccccc1N(CC(=O)Nc1ccccc1C(=O)O)S(C)(=O)=O | -0.6 | 1069 | 13 | 5 | 3.0% | i | 1.8 | 7% | -8% | i | 20 | -2% | 0.7%
CN1CCN(CCOc2cccc(Cl)c2)CC1 | -0.1 | 1333 | -1 | -9 | -0.2% | i | 0.3 | 6% | 18% | i | 15 | 3% | 0.3%
COc1ccccc1/C(C)=N/NC(=S)NCc1ccccc1 | -3.0 | 1086 | 65* | 59* | 2.1% | i | 1.2 | 3% | -10% | i | 45 | 10% | -0.7%
CC(/C=C/c1ccccc1)=N/O | -4.0 | 929 | 10 | -1 | 2.9% | i | 2.2 | 4% | 9% | i | 7 | 11% | -0.1%
Cc1ccc(C(=O)Nc2cccc(S(=O)(=O)N3CCOCC3)c2)cc1[N+](=O)[O-] | -3.6 | 1142 | · | · | 2.5% | i | 0.5 | 17% | -12% | i | 31 | 11% | -0.7%
CCOc1ccc(NC(=O)Cc2ccccc2)c([N+](=O)[O-])c1 | 1.2 | 1067 | -3 | -8 | 3.4% | i | 1.9 | 8% | -5% | i | 42 | 6% | -0.7%
COc1ccc(OC2CCN(S(=O)(=O)c3ccccc3)CC2)cc1 | · | · | · | · | 5.9% | i | 0.5 | 13% | -12% | i | 22 | -4% | -1.4%
CN(C)CCOC(=O)C12CC3(C)CC(C)(CC(C)(C3)C1)C2 | -1.8 | 1186 | 14 | 11 | 0.9% | i | 2.6 | -7% | 4% | i | 30 | 21% | -0.1%
Cc1nc(SCC(=O)c2ccc(Cl)cc2)c([N+](=O)[O-])[nH]1 | 1.4 | 1422 | -17 | 4 | 3.1% | i | 1.4 | 3% | -5% | i | 40 | 5% | 0.5%
COc1ccc(C(=O)N(Cc2ccccc2)Cc2cc3cc4c(cc3[nH]c2=O)OCCO4)cc1 | -2.2 | 1292 | -8 | -31 | -0.2% | i | 2.2 | -2% | -13% | i | 52 | 1% | 3.0%
COc1c(Cl)cc(C(=O)NN)cc1Cl | -0.4 | 1016 | 5 | 10 | 1.0% | ? | · | 6% | -9% | i | 33 | 6% | 2.3%
COC(=O)CCN1CCN(S(=O)(=O)c2ccc3c(c2)OCCO3)CC1 | · | · | · | · | 1.5% | i | 0.8 | 3% | · | i | 42 | · | ·
O=C(NCc1cccnc1)c1ccccc1-c1nc(-c2ccccc2)no1 | -1.0 | 1001 | -7 | 9 | 1.0% | i | 0.1 | 10% | -4% | i | 60 | 5% | -0.2%
COc1ccc(CCNC(=O)c2cc([N+](=O)[O-])ccc2N2CCOCC2)cc1 | · | · | · | · | 0.4% | i | 0.7 | 3% | 6% | i | 53 | 10% | ·
O=S(=O)(Nc1ccc(Cc2ccncc2)cc1)c1cccs1 | 1.3 | 1382 | 11 | 3 | 11% | i | 1.6 | 5% | 5% | i | 3 | 5% | -0.6%
CCCC(=O)Nc1ccc(C=C(C(C)=O)C(C)=O)cc1 | -0.9 | 1375 | · | · | · | i | 0.3 | · | 7% | i | 33 | 20% | 0.3%
COC(=O)c1cccc(NC(=O)CC2NCCNC2=O)c1 (stereo unspecified) | -0.6 | 1291 | · | · | 1.3% | i | 0.8 | 3% | -9% | i | 24 | 8% | -0.2%
CCCCN(C)CCCNC(=O)CC1Oc2ccccc2NC1=O (stereo unspecified) | -1.6 | 1124 | 8 | -9 | -0.5% | i | 2.1 | 2% | 12% | i | 19 | 1% | 0.3%

Pulled by structure from above (3):
SMILES | b-catenin transl | b-catenin transl cell count 5 µM | WT yeast gro inh | WT yeast gro inh mutant strain | RSV CPE inhibition | Myeloid diff MLP | Myeloid diff MLP GFP+ MAC1+ % | Rac1 GTP hydrolysis | PhoP inhibition | T cell HTS | T cell HTS vesicle-bound % | Large T inhibition | West Nile antiviral
COc1ccc(CCNC(=O)c2cc([N+](=O)[O-])ccc2N2CCOCC2)cc1 | · | · | · | · | 0.4% | i | 0.7 | 3% | 6% | i | 53 | 10% | ·
Cc1nc(SCC(=O)c2ccc(Cl)cc2)c([N+](=O)[O-])[nH]1 | 1.4 | 1422 | -17 | 4 | 3.1% | i | 1.4 | 3% | -5% | i | 40 | 5% | 0.5%
CCOC(=O)C1=C(CC)Nc2ccccc2N/C1=N\S(=O)(=O)c1ccc2ccccc2c1 | -3.8 | 1113 | 72* | 9.7* | -0.5% | i | 0.5 | 4% | 7% | i | 22 | 3% | -1.2%

Next structures
SMILES | b-catenin transl | b-catenin transl cell count 5 µM | WT yeast gro inh | WT yeast gro inh mutant strain | RSV CPE inhibition | Myeloid diff MLP | Myeloid diff MLP GFP+ MAC1+ % | Rac1 GTP hydrolysis | PhoP inhibition | T cell HTS | T cell HTS vesicle-bound % | Large T inhibition | West Nile antiviral
COc1cc(/C=C2\SC(=S)N(Nc3ncc(C(F)(F)F)cc3Cl)C2=O)cc(OC)c1OC | -0.3 | 1388 | 12 | 9 | 1.9% | i | 9.2 | 28% | -1% | i | 54 | 9% | 0.1%
COc1ccccc1C1CCN(Cc2cccc(C(=O)N3CCC(O)CC3)c2)CC1 | · | · | · | · | -0.1% | i | 1.9 | 1% | · | i | 31 | -5% | -2.1%
O=C(/C=C/c1cccnc1)c1cccc(O)c1 | · | · | · | · | 6.2% | i | 2.0 | 6% | 9% | i | 30 | 10% | 2.5%
CNC(=O)c1ccsc1NC(=O)c1ccccc1 | -8.7 | 1228 | 23 | 12 | 6.2% | i | 3.0 | 19% | 5% | i | 34 | · | 0.2%
CC(C)N1C(=S)SC2CS(=O)(=O)C=C21 (stereo unspecified) | 1.5 | 1184 | -2 | 11 | 1.5% | i | 0.7 | 11% | 15% | i | 44 | 5% | 0.0%
Cc1ccc(NNC(=O)c2c(C)noc2C)cc1Cl | 2.3 | 1044 | · | · | 1.8% | i | 0.3 | 6% | -7% | i | 31 | 10% | -1.0%
COc1cc(CCC(=O)OCC(=O)Nc2c(C)cc(C)cc2C)cc(OC)c1OC | -5.6 | 531 | -24 | 3 | 1.8% | i | 0.4 | 8% | -12% | i | 46 | 6% | -0.2%
COc1ccccc1CC(=O)N1CCCC(CCC(=O)NCc2ccccc2F)C1 (stereo unspecified) | 1.3 | 1328 | · | · | 0.6% | i | 1.1 | -1% | 2% | i | 41 | 25% | -0.5%
Cc1ccc(OCC(=O)N/N=C/c2cccn2C)cc1 | · | · | -11 | -33 | 0.3% | i | 0.4 | 6% | 4% | i | 42 | 7% | -0.1%
O=C(CN1C(=O)c2ccccc2S1(=O)=O)N1CCc2ccccc2C1 | -1.8 | 1006 | -8 | -20 | 0.3% | i | 0.0 | 8% | -2% | i | 48 | 5% | 0.2%
CCCC(=O)Nc1sc(C(=O)OC)c(C)c1C(N)=O | -3.0 | 1428 | 2 | 5 | -1.1% | i | 6.6 | 7% | -6% | i | 14 | 4% | 0.3%
O=C(NC(=S)NNC(=O)c1ccccc1O)c1ccco1 | -0.4 | 967 | 12 | 7 | 0.7% | i | 0.6 | 8% | 72µM* | i | 26 | 13% | 1.9%
Cc1nc(CN(C)C(=O)c2cc(COc3ccc4ncccc4c3)on2)cs1 | 1.6 | 1475 | -17 | 5 | -1.5% | i | 0.9 | -1% | 7% | i | 33 | 5% | -2.0%

Screening results (PubChem BioAssay)
